Compound activity: PubChem BioAssay, National Center for Advancing Translational Sciences (NCATS)
USP2a block – blocks human ubiquitin-specific protease USP2a. O75604. USP2 core, Ub-CHOP2 coupled fluorogenic reporter, 485/531. Potency, µM (titrated, usually from 38.3 µM), without a hit: at the highest dose activity change, negative = inhibition, actives largely listed as inhibitors. actives 0.01% (n = 330,000). AID 463254;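 note: potency is the fitted concentration of half-maximal effect; plate controls were DMSO wells for no effect and full inhibition by NEM control for full effect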
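Deubiquitinase activity read as fluorescence (485/531 nm) after Ub-CHOP2 cleavage activates the enterokinase reporter on its substrate; USP2 core 10nM, Ub-CHOP2 and substrate 25nM each, 30min compound preincubation then 60min RT; data normalized to NEM, curves fitted.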
Chronic BCR inh – chronic active BCR signaling inhibition | ABC-DLBCL IkBa-CBG/CBR reporter, luminescence ratio, 4 h | Potency, µM (titrated, usually from 46.1 µM), for inactives: at the highest dose ratio change, negative = lower green/red ratio, usual class: inhibitors | actives 0.05% (n = 340,000); active = well fitted inhibition curve with a large enough effect in the signal ratio, with a control signal flat, not every such curve was filed as active; inconclusive = small, poorly fitted or top-dose-only effect, or effect the other way, or a change in a side signal; the % refers to the signal ratio;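 note: potency is the fitted concentration of half-maximal effect; plate controls were basal doxycycline-induced cells for no effect and cells given 10 µM MG132 for full effect; MG132 reads +100%, hits lower the ratio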
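Doxycycline induced both beetle luciferases in TMD8 lymphoma cells; IKK-driven degradation limits the IkappaBalpha-fused green signal, while red luminescence normalises for cell number and nonspecific effects. Compounds tested up to 46 uM, 4 hrs.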
hERG WT inh – inhibitors of human wildtype KCNH2 potassium channel; U2OS, BacMam KCNH2, thallium flux FluxOr; hits give low values; activity change, % at 1.84 µM; actives 0.37% (n = 340,000); AID 720551;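 active = maximum activity change below -70%; inconclusive = maximum activity change between -70% and -50%; inactive = maximum activity change above -50%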; note: % is set by controls: 0 for no effect and ±100 for the full control effect
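U2OS cells transduced with wild-type KCNH2 virus are loaded with FluxOr dye for 45 min, and thallium flux is measured in kinetic reads before and after stimulation buffer. Rate constants are normalized to DMSO controls.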
Mito fusion yeast – mitochondrial division inhibition or fusion activation; AID 485298; S. cerevisiae fusion-defective mutant growth rescue, CellTiterGlo 48 h; actives 0.23% (n = 320,000); Potency, µM (highest dose often 46.1 µM), without a hit: at the top dose growth rescue (activation), actives largely listed as activators;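 note: potency is the fitted concentration of half-maximal effect; % of control where 0% means no effect; nearly all actives have a fitted effect of over 45% in size; temperature-sensitive fusion mutants such as fzo1-1 at 37 °C on non-fermentable ethanol glycerol medium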
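Growth-rescue viability read-out: after 48 h at the non-permissive 37C in glycerol/ethanol YPEG, yeast mitochondrial fusion mutants are measured by CellTiterGlo luminescence; compounds (23 nl pinned per well) restoring growth score as division inhibitors or fusion activators.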
TSHR antagonist – blocks TSH signaling through the human TSH receptor | AID 504810 | actives 0.2% (n = 330,000) | activity change, negative = inhibition, % at 11.5 µM | P16473 | TSHR-expressing cells, TSH-stimulated cAMP HTRF, 2 h; hits give low values;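 active = activity change below a set negative limit, meaning inhibition stronger than a set level, cut at about -70% in these data; inconclusive = activity change between two set negative limits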; note: % is set by controls: 0 for no effect and ±100 for the full control effect
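Competitive HTRF cAMP read-out (cryptate anti-cAMP antibody, cAMP-d2; 30 min, room temperature) in freshly harvested TSHR cells. Compounds added before TSH at EC80 (4nM final), followed by 2 hours' incubation at 37 deg C.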
PKM2 act – activators of human pyruvate kinase M2 | purified PKM2, Kinase-Glo ATP luminescence, activation; response scale: 0% is enzyme alone, no compound | actives 0.34% (n = 260,000) | AID 1631 | Potency, µM (highest dose often 57.5 µM), for the others: at the highest dose activation, actives largely listed as activators; note: potency is the fitted concentration of half-maximal effect; % is set by controls: 0 for no effect and ±100 for the full control effect; nearly all actives have a fitted effect of over 55% in size
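Purified hPK-M2 (>95% pure) converted ADP (0.1 mM final) to ATP with 0.5 mM PEP in 50 mM imidazole pH7.2, KCl, MgCl2, Tween 20, BSA; 1 h at room temperature. ATP detected by Kinase-Glo luminescence.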
MBNL1-CUG inh – MBNL1-poly(CUG) RNA binding inhibition; Q9NR56; TR-FRET MBNL1-His/biotin-(CUG)12 binding, 665/545 ratio; Potency, µM (titrated, usually from 57.5 µM), without a hit: at the highest dose activity change, negative = inhibition, hits mostly inhibitors; actives 0.036% (n = 280,000); AID 2675; active = well fitted inhibition curve with a large enough effect in the signal ratio, with a control signal flat, not every such curve was filed as active; inconclusive = small, poorly fitted or top-dose-only effect, or effect the other way, or a change in a side signal; inactive = no such curve, though single readings can be large or run the other way; the % refers to the signal ratio; note: potency is the fitted concentration of half-maximal effect; % is set by controls: 0 for no effect and ±100 for the full control effect
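MBNL1-His + Biotin-(CUG)12, cpd titration 92 nM–58 uM; Tb anti-His Ab 0.055 ng/ul, SA-XL665 5 nM (final); 60 min RT; ratiometric 665/545 nm, Ex 340 nm; normalized to buffer and full-complex controls.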
GALK inh – inhibitors of human galactokinase. actives 0.007% (n = 270,000). AID 1868. P51570. Purified GALK, Kinase-Glo residual ATP luminescence. Potency, µM (doses to about 57.5 µM), without a hit: top-dose activity change, negative = inhibition, most hits filed as inhibitors; note: potency is the fitted concentration of half-maximal effect; % is set by controls: 0 for no effect and ±100 for the full control effect
Target sequence (P51570 whole entry, looked up): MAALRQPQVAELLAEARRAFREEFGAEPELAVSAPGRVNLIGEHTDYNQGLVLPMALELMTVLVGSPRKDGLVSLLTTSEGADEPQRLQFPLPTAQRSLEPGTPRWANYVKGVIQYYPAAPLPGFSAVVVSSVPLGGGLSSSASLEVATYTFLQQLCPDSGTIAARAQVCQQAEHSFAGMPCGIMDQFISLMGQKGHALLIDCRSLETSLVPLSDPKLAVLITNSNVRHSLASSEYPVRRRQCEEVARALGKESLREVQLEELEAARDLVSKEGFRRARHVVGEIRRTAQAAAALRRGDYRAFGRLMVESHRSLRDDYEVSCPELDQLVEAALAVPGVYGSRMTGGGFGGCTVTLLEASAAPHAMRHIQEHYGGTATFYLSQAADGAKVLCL
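Luminescence from leftover ATP (Ultra-Glo luciferase/luciferin) served as read-out after a 1 h room-temperature reaction of 5 nM GALK with 35 uM ATP and 100 uM galactose.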
Menin-MLL TR inh – inhibitors of human menin-MLL interaction, mutant MLL peptide; Menin + Texas Red MLL mutant peptide, fluorescence polarization; Potency, µM (titrated, usually from 61.6 µM), for inactives: at the highest dose FP activity change, negative = inhibition, hits mostly inhibitors; actives 0.23% (n = 270,000); AID 1768; active = well fitted inhibition curve with a large enough effect in the polarisation, with a control signal flat, not every such curve was filed as active; inconclusive = small, poorly fitted or top-dose-only effect, or effect the other way, or a change in a side signal; inactive = no such curve, though single readings can be large or run the other way; the % refers to the polarisation; note: potency is the fitted concentration of half-maximal effect; % of control where 0% means no effect; many of its hits are not listed in these tables
Target sequence (O00255 whole entry, looked up): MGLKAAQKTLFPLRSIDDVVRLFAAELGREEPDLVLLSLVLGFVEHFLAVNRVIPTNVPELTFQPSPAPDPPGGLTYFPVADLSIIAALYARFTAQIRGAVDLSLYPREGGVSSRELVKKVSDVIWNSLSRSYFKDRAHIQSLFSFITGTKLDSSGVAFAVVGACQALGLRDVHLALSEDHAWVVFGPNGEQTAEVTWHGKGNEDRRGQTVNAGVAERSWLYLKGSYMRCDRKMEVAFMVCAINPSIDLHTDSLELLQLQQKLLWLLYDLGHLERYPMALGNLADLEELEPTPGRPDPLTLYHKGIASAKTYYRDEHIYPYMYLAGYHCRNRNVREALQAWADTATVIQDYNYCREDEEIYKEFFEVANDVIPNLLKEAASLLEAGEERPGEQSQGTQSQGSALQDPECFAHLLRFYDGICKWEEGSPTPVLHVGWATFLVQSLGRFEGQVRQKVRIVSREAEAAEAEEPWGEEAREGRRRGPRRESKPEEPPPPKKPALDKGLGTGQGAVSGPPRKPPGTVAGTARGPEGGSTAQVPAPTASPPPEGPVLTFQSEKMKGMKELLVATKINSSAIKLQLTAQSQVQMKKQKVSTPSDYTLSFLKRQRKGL
Eya2 inh – Eya2 (human) phosphatase inhibition; O00167; recombinant Eya2, OMFP fluorescence dephosphorylation (OMFP is methylfluorescein phosphate); Potency, µM (top dose mostly 76.9 µM), for inactives: at the top dose activity, negative = inhibition, hits mostly inhibitors; actives 0.006% (n = 330,000); note: potency is the fitted concentration of half-maximal effect; % is set by controls: 0 for no effect and ±100 for the full control effect
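Eya2 protein (added as 0.2 uM solution) was preincubated with compound for 10 min at ambient temperature in 50 mM HEPES pH 7.5, 50 mM NaCl, 5 uM MgCl2, 0.05% BSA, 1 mM DTT. OMFP (added at 50 uM) then reacted 10 min; fluorescence read at 485/525 nm.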
ASM inhibitor – blocks human secretory acid sphingomyelinase | P17405 | placental ASM, HMU-PC fluorogenic substrate, 60 min | Potency, µM (series often up to 57.5 µM), for the others: top-dose activity change, negative = inhibition, usual class: inhibitors | actives 0.006% (n = 340,000); note: potency is the fitted concentration of half-maximal effect
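Fluorescence read-out (Ex 386 nm, Em 447 nm) after stopping the reaction at pH 10. Enzyme: ASM from human placenta; substrate HMU-PC0, 9 uM final; 60 min, 37 °C. Compound preincubation 10 min, ambient temperature.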
Active calls of the source: *; ? = inconclusive; · = no result given; [ ] = another dose, or the depositor's remark. Unless noted, calls come from the whole dose curve; as a rule, active = well fitted curve in the direction sought with a large enough effect; inconclusive = small, poorly fitted or top-dose-only effect, or another doubt; inactive = no such curve, though single readings can be large; an effect the other way counts as inactive or inconclusive. This is a subset, so the mix of outcomes need not match the whole.

SMILES	USP2a block	Chronic BCR inh	hERG WT inh	Mito fusion yeast	TSHR antagonist	PKM2 act	MBNL1-CUG inh	GALK inh	Menin-MLL TR inh	Eya2 inh	ASM inhibitor
COC(=O)C1C(=O)CC(C)(O)C(C(=O)OC)C1c1ccc2c(c1)OCO2 (stereo not drawn)	-1.2%	-6.6%	2.5	-2.2%	-3.7	0.2%	8.1%	-5.8%	-0.3%	2.6%	-1.3%
C=CCn1c(COc2cccc(C)c2)nnc1SCC(=O)c1c[nH]c2c(CC)cccc12	4.9%	0.4%	-5.3	-3.5%	1.6	3.9%	-2.1%	-1.3%	-8.2%	4.5%	3.5%
COc1ccccc1CCNS(=O)(=O)c1cc2c3c(c1)CCN3C(=O)CC2	0.0%	0.1%	-6.3	6.4%	-6.7	·	·	·	·	-30.2%	0.5%
CC(C)(C)n1nnnc1C(c1cccnc1)N1CCOCC1 (stereo not drawn)	0.3%	2.7%	1.2	-7.8%	17.5	-1.7%	12.4%	-0.7%	1.4%	0.0%	5.0%
CC(SCc1ccccc1)C(=O)NC1CCCC1 (stereo not drawn)	1.1%	5.4%	-0.5	-1.9%	-1.6	0.9%	2.1%	-1.7%	13.6%	6.1%	5.3%
CCOC(=O)c1sc(NC(=O)CN2CC(C)OC(C)C2)nc1C (stereo not drawn)	-6.1%	?	11.2	-2.4%	8.0	0.5%[11.5 µM]	5.8%	1.9%	-5.6%	-7.2%	0.9%
O=C(O)CCN1C(=O)c2ccc(NC(=O)CSc3ccccc3)cc2C1=O	0.1%	0.1%	-3.1	2.0%	15.6	5.0%	?	0.2%	-22.3%	6.1%	3.5%
CCOc1cc2c(cc1OC)C(NC(=O)C(F)(F)F)CC2=O (stereo not drawn)	-0.8%	-0.9%	-6.1	-8.5%	1.7	-0.8%	6.7%	0.0%	7.1%	5.0%	0.6%
OC(COc1ccccc1Br)CN1CCNCC1 (stereo not drawn)	-2.7%	-0.4%	-3.5	-1.0%	2.6	-4.5%[11.5 µM]	-4.4%	-2.3%	12.9%	4.7%	-0.3%
O=C(c1ccco1)n1nc(-c2ccc(Cl)cc2)nc1NCc1ccco1	·	·	2.3	3.3%	·	6.5%	-14.2%	2.2%	0.8%	·	-0.3%
CCOC(=O)c1oc2ccccc2c1COC(=O)CNC(=O)c1ccco1	0.1%	5.1%	-1.9	8.0%	-0.4	·	·	·	·	-6.5%	-1.8%
COc1ccc(C(C)=O)cc1COc1ncnc2ccccc12	-1.6%	-4.5%	9.1	-2.7%	30.2	2.1%	-12.0%	2.7%	-19.1%	-11.4%	-1.0%
CNC(=O)c1nc(C)n(-c2cc(Cl)cc(Cl)c2)n1	0.7%	14.0%	-11.8	-0.7%	3.4	-3.9%	-2.0%	-0.3%	-2.2%	-1.6%	2.4%
CCOc1cc(/C=N/NC(=O)c2ccccn2)ccc1OC(=O)c1ccc(F)cc1	1.9%	-0.1%	-0.7	0.7%	-12.3	6.2%	0.7%	-4.8%	·	5.0%	-4.0%
CCOC(=O)N1CCC(NC(=O)CCN2C(=O)COc3ccccc32)CC1	-1.6%	?	-253.2*	0.6%	3.7	-4.1%	-2.3%	6.1%	-4.2%	9.9%	2.5%
CN(CCOC(=O)/C=C/c1ccco1)Cc1ccccc1	-8.1%	?	0.3	-3.0%	4.8	?	5.2%	0.2%	10.8%	6.4%	2.7%
COC(=O)C(CO)NC(=O)C(C)NC(=O)CNC(=O)OCc1ccccc1 (stereo not drawn)	7.2%	?	3.4	-9.5%	13.0	-2.6%	-5.9%	-0.1%	-8.5%	-26.7%	7.9%
CC1CCCN(C(=O)c2ccc3c(c2NCCO)C(=O)c2ccccc2C3=O)C1 (stereo not drawn)	1.2%	?	0.6	0.4%	-7.3	-22.2%	?	0.0%	·	-10.8%	-18.6%
Cc1ccc(NC(=O)CSC2=NN3CCCC(=O)N=C3S2)c(C)c1	1.4%	-10.7%	-14.3	-3.9%	4.4	-8.1%	0.5%	0.9%	-19.1%	-4.4%	-2.1%
CCc1nnc(NC(=O)c2cc(-c3ccncc3)nc3ccccc23)s1	8.7%	1.8%	-17.6	-3.2%	-12.2	-1.1%	·	0.4%	·	0.5%	-2.3%
O=C(O)C1CCN(C(=O)NC2CCCCC2)CC1	1.7%	?	6.0	-4.2%	-4.8	-4.3%	4.1%	0.6%	-7.1%	-9.5%	2.6%
COc1cccc(/C=C2\SC(=S)N(NS(=O)(=O)c3ccc(C)cc3)C2=O)c1OC	-0.2%	-1.9%	·	5.01µM*	-2.8	·	-7.6%	0.1%	?	8.0%	·
CC(C)(C)CC(=O)NC(=S)Nc1ccccc1[N+](=O)[O-]	1.3%	3.1%	-4.3	-5.6%	18.1	2.4%	21.4%	0.8%	18.3%	4.3%	-2.7%
CC(C)(C)C(=O)NC(=S)Nc1cccc(C(=O)O)c1	-1.1%	-0.1%	-3.4	21.0%	-3.0	6.6%	-17.6%	2.6%	-1.9%	-6.2%	2.4%
CCOc1cc(N2CCOCC2)c(OCC)cc1NC(=O)c1cc(C)nc2ccccc12	-0.2%	0.5%	-8.5	-3.0%	-11.0	-1.7%	2.6%	0.5%	3.0%	-2.9%	-3.4%
COC(=O)Cc1c(C)c2ccc(OCC(=O)N3CCCC(C)C3)c(C)c2oc1=O (stereo not drawn)	0.1%	0.8%	-3.4	1.3%	-16.4	-0.2%	10.3%	-1.4%	·	-8.0%	0.7%
O=C(CSc1nnc(-c2ccncc2)o1)N1CCCC1	1.7%	-2.9%	-10.2	-5.5%	-1.1	-0.6%	·	-0.1%	5.0%	16.2%	-1.1%
CCN(C(=S)Nc1cccnc1)c1cccc2ccccc12	9.0%	-1.9%	·	-3.5%	6.4	-1.4%	13.7%	0.2%	-5.0%	-9.5%	13.2%
CC(On1nnc2ccccc21)C(=O)N1CCN(Cc2ccccc2)CC1 (stereo not drawn)	-1.4%	4.5%	-11.4	5.2%	-3.3	3.0%	0.8%	-0.5%	-5.8%	7.8%	-0.4%
CN(CC(=O)Nc1ccccc1C(=O)N1CCCC1)S(=O)(=O)c1ccc(Br)cc1	1.4%	8.9%	14.2	2.1%	-3.9	-5.0%	3.6%	1.3%	-0.6%	8.7%	3.4%
O=C(NNC(=S)NC(=O)c1ccccc1)c1ccc(O)cc1	5.2%	?	-2.4	8.3%	9.1	·	5.4%	0.2%	?	3.7%	-1.6%
Cc1ccc(C)c(N2CCN(C(=O)c3ccc(CS(=O)Cc4ccc(Cl)cc4)o3)CC2)c1 (stereo not drawn)	-8.2%	?	-8.9	-8.9%	-9.9	·	10.1%	1.4%	0.3%	-5.5%	-9.5%
O=c1n(-c2cccc(Cl)c2)c(=O)n2n1CCC2	1.0%	1.9%	-7.9	-2.6%	15.1	-5.0%	0.5%	-2.7%	12.0%	7.4%	1.1%
COc1ccc(CNC(=O)CS(=O)Cc2nc(-c3ccc(C)cc3)oc2C)cc1 (stereo not drawn)	0.1%	-1.5%	-3.5	-5.0%	-5.0	-0.1%	-2.8%	1.7%	2.9%[11.7 µM]	17.5%	5.1%
CCOC(=O)Cc1csc(NC(=O)COc2ccc(N(C)S(=O)(=O)c3cccs3)cc2)n1	1.9%	?	9.4	-0.3%	?	-1.2%	-11.5%	2.8%	2.6%	19.4%[15.4 µM]	2.3%
O=C(Nc1cccc(S(=O)(=O)NC2=NCCCCC2)c1)c1ccc(Cl)cc1	3.2%	?	11.4	4.5%	-16.6	·	·	·	·	-31.0%	-0.4%
CCOC(=O)CCc1nc2ccccc2[nH]c1=O	1.8%	?	-3.7	-5.1%	-7.6	-8.3%	16.3%	1.0%	20.0%	20.8%	14.2%
COc1ccc(S(=O)(=O)NCC(=O)N(CC(=O)NCc2ccco2)Cc2ccc(F)cc2)cc1	-1.4%	6.7%	-18.8	-0.2%	24.4	·	-7.8%	-2.0%	-0.6%	10.4%	0.0%
